CHRM1 agonist = agonists of human M1 muscarinic receptor. P11229. CHO-K1 hM1, Fluo-8 calcium fluorescence, agonist mode; 0% DMSO, 100% acetylcholine EC100. activation, % at 3 µM. hit rate 0.33% among 360,000;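 active = activation above the run's mean compound activation plus 3 SD, cut at about 16% in these data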;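 also: peak over basal fluorescence ratio within a 140 s kinetic read after compound addition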
Target sequence (P11229 whole entry, looked up): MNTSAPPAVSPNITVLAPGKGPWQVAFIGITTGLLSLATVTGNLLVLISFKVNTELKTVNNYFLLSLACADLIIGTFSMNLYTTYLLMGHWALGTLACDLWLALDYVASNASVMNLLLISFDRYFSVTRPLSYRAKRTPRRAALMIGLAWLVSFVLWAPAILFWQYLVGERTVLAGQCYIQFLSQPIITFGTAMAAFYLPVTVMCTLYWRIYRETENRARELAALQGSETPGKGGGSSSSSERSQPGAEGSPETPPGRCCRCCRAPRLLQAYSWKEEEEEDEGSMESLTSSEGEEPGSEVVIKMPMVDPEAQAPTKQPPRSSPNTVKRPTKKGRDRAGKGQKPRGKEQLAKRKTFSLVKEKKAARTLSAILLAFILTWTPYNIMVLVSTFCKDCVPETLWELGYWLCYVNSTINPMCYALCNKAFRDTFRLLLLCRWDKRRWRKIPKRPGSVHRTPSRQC
M1 antag = human CHRM1 antagonism; CHO-K1 hM1, Fluo-8 calcium fluorescence, ACh EC80 antagonist; inhibition, % at 3 µM; hit rate 1.3% among 360,000;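 active = percent inhibition above its own plate's cutoff, namely the mean of that plate's compound wells plus 3 SD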;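 also: peak over basal fluorescence ratio during 140 s after agonist addition; 0% = ACh EC80 plus DMSO and 100% = DMSO alone without agonist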
V1aR counter = activates human V1a receptor in oxytocin agonist counter-screen. P37288. hit rate 0.25% among 320,000. activation, % at 3 µM. CHO-V1R cells, Fluo-8 calcium fluorescence, agonist mode; 0% DMSO, 100% 3 nM vasopressin;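 active = activation above the mean activation of all tested compounds plus 3 SD, per screening run, cut at about 20% in these data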;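 also: signal is peak over basal fluorescence ratio across a 100 second FLIPR read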
CHO parental Ca = counter-screen for OX1R antagonists: effect in parental CHO cells; parental CHO-K1, ATP-induced calcium, Fluo-8 fluorescence; inhibition, % at 5.6 µM; hit rate 0.63% among 330,000;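 active = inhibition above that plate's mean sample inhibition plus 3 SD, cut at about 26% in these data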;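 also: 0% = ATP-challenged DMSO wells and 100% = DMSO wells without ATP; some compounds past the cut are filed as inactive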
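Test system: untransfected parental CHO cell line. Compound: one dose, 5.6 µM nominal. Detection: intracellular calcium via Fluo-8 no-wash fluorescent dye. Measure: % inhibition. Benchmarks: ATP-challenged DMSO wells low, unchallenged DMSO wells high.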
OXTR potentiate = human OXTR potentiation | CHO-OTR cells, Fluo-8 calcium fluorescence, potentiator mode; 0% = oxytocin EC15, 100% = EC100 | activation, % at 3 µM | hit rate 0.061% among 320,000;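 active = activation above that plate's cutoff, the mean activation of tested compounds plus 3 SD, cut at about 6.6% in these data, passing the limit was not always enough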;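 also: 100% uses oxytocin at 75 nM as the full agonist control; some results filed as inactive read as strong as hits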
Target sequence (P30559 whole entry, looked up): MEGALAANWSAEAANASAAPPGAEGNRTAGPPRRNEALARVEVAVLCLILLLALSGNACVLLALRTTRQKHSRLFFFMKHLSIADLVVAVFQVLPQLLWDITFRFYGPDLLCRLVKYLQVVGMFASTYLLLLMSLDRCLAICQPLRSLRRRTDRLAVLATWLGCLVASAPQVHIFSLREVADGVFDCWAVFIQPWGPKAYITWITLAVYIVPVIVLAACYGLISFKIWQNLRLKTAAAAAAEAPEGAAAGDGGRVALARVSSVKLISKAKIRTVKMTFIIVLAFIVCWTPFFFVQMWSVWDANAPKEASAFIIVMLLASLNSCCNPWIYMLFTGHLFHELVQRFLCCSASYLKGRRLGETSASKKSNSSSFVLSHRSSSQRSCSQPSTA
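Material: CHO-OTR cells, human receptor; compound dosing: single dose, 3.0 µM nominal final compound concentration; schedule: 6 min compound pre-incubation at room temperature, 100 s kinetic read; measured by: kinetic Fluo-8 calcium fluorescence; read-out basis: % activation vs EC15 and EC100 oxytocin; controls: EC15 oxytocin alone as 0%, 75 nM oxytocin as 100%; replicates: singlicate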
TAAR1 ag = human TAAR1 agonism; CHO RD-HGA16 TAAR1, Fluo-8 calcium fluorescence; vehicle wells 0%, saturating PEA agonist 100%; Q96RJ0; hit rate 0.99% among 360,000; AID 624467; activation, % at 3 µM;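 active = activation above the mean activation of all test compounds in the run plus 3 SD, cut at about 38% in these data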
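Test system: RD-HGA16 (CHO) cells co-expressing Gα16 and hTAAR1; dosing: one-point dosing at 3 µM (nominal); timing: 17-24 h seeding, 75 min 37 °C dye, 30 min RT; signal: kinetic Fluo-8 calcium fluorescence; read-out basis: % activation relative to PEA EC100 response; controls: DMSO and PEA EC100; replicates: n 1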
M1 PAM = human CHRM1 positive allosteric modulation; activation, % at 3 µM; CHO-K1 hM1, Fluo-8 calcium fluorescence, ACh EC20; 0% = ACh EC20, 100% = maximal ACh; AID 588819; P11229; hit rate 0.088% among 360,000; in the data active = activation above about 19%, passing the limit was not always enough
TAAR1 antag = antagonists of human TAAR1; hit rate 1.5% among 360,000; AID 624466; inhibition, % at 3 µM; Q96RJ0; CHO RD-HGA16 TAAR1, Fluo-8 calcium fluorescence, antagonist;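 active = inhibition above a per-plate cutoff, the mean inhibition of test compounds on that plate plus 3 SD, cut at about 49% in these data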;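 also: 0% = DMSO plus EC80 beta-PEA response and 100% = DMSO alone without agonist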
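Test system: CHO RD-HGA16 cells bearing hTAAR1 | Reagent: β-PEA, EC80 | Compound dosing: 3 µM, single point | Schedule: Dye loading 75 min at 37 °C, then 30 min room temperature | Signal: Calcium fluorescence with Fluo-8 | Evaluation: Percent inhibition of PEA-evoked calcium signal, max/basal emission ratio | Control set: DMSO-only wells and EC80 β-PEA-stimulated wells | Repeats: Singlicate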
OXTR ag = human OXTR agonism; AID 2435; CHO-OTR cells, Fluo-8 calcium fluorescence; normalized: DMSO 0%, oxytocin 100%; activation, % at 3 µM; hit rate 0.32% among 320,000; P30559;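 active = activation above the mean of all tested compounds plus 3 SD, cutoff set per screening run, cut at about 20% in these data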;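 also: peak over basal fluorescence ratio from a 100 s FLIPR kinetic read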
Numbers without * were called inactive; x = not tested or not shown.

item	structure	TAAR1 antag	V1aR counter	OXTR potentiate	OXTR ag	CHO parental Ca	TAAR1 ag	M1 PAM	M1 antag	CHRM1 agonist
1	CN(C)c1ccc(CC2C(=O)Nc3ccccc32)cc1 (stereo not given)	-29	-0.3	-10	1.2	-12	7	9	-11	-4
2	Cn1c(Oc2ccccc2NCc2cc(Br)ccc2O)cc(=O)n(C)c1=O	-8	2.9	-8	0.2	-19	22	-1	-9	-4
3	CCOc1ccc(NCc2cccn2-c2nnc(N3CCC(C(=O)NCCCN4CCCCC4C)CC3)s2)cc1 (stereo not given)	0	-0.5	-12	-1.8	-17	0	-23	53*	-6
4	O=C(CCCCCN1C(=O)[C@@H]2Cc3ccccc3CN2C1=O)NCCc1ccccc1	1	4.7	-9	4.4	-39	36	0	-3	-2
5	Cc1ccccc1Cn1c(Cc2ccccc2)nc2ccccc21	4	-1.8	2	-0.3	-23	21	-19	2	-6
6	CCOC(=O)Cc1csc(NC(=O)Nc2ccc(C)cc2)n1	-2	9.3	-8	5.2	-12	13	7	-6	6
7	CC(=O)c1c(COC(=O)c2ccco2)nc2ccccc2[n+]1[O-]	5	6.2	-13	5.0	-17	9	5	-20	-1
8	COC(=O)C(NS(=O)(=O)c1cccc(S(=O)(=O)NC(C(=O)OC)c2ccccc2)c1)c1ccccc1 (stereo not given)	12	-0.7	-10	0.9	-21	8	7	2	-3
9	O=C(Nc1ccc2c(c1)OCCO2)C(CCc1ccccc1)N(Cc1ccccc1)Cc1ccccc1 (stereo not given)	-31	x	x	x	x	3	2	-22	-1
10	CCSc1nnc(NC(=O)Cc2ccc(OC)c(S(=O)(=O)N3CCOCC3)c2)s1	-5	1.6	-13	-0.5	-12	1	5	-7	-2
11	O=c1oc2cc(OCc3c(F)c(F)c(F)c(F)c3F)ccc2cc1-c1ccccn1	-15	0.4	2	-1.2	-2	0	5	-9	-8
12	CCc1cccc2c(C(=O)COC(=O)/C=C/c3ccc(O)c(OC)c3)c[nH]c12	27	1.6	-2	1.6	8	15	7	-4	-7
13	COc1ccc(OCC(O)CNC(=O)Nc2cccc3ccccc23)cc1 (stereo not given)	-4	0.4	-3	-1.6	-2	2	5	-10	1
14	Fc1ccc(CCNc2ncnc3[nH]ncc23)cc1	-8	x	x	x	x	15	-1	-13	2
15	CCCNC(=O)CSc1nnc(-c2ccco2)n1C	12	1.1	-9	-0.2	-3	12	11	-37	-1
16	C=CC(=O)NC(NC(=O)C=C)c1ccccc1F	-19	1.3	3	0.5	2	5	4	-8	0
17	O=C(/C(=C/c1ccccc1)n1cncn1)c1ccc(Cl)cc1Cl	-27	0.5	-4	-0.5	-23	5	15	-8	-4
18	Cc1ccccc1OCC(=O)Nc1ccc2c(c1)C(=O)N(CCC(=O)O)C2=O	-24	1.4	-5	0.2	-11	1	26*	-17	8
19	Nc1ccc(-c2ccc(N)c([N+](=O)[O-])c2)cc1[N+](=O)[O-]	14	-0.7	-8	-0.3	10	4	2	5	-3
20	O=C(O)CC/C(=N\Nc1ccccc1[N+](=O)[O-])c1cccs1	x	0.7	1	-1.6	-21	x	9	-9	-3
21	COC(=O)c1sc2nc3c(c(-c4cccs4)c2c1N)CCCC3	-31	-0.6	-6	-2.6	-14	1	-22	1	-8
22	N#Cc1ccsc1NC(=O)CN1CCCCC1	11	0.9	-2	-0.1	-5	13	-6	11	-3
23	C/C(N)=C(/C#N)C(=O)COC(=O)c1cc(-c2cccc3ccccc23)nc2ccccc12	-2	0.3	-5	1.4	-21	0	-8	6	-4
24	O=C(c1cn(-c2ccccc2)nc1-c1cccc([N+](=O)[O-])c1)N1CCCCC1	28	-0.2	-10	-0.8	-21	5	-3	0	-6
25	CCC(=O)C1CCCN(C(=O)CCc2nnc(-c3ccc4c(c3)OCO4)o2)C1 (stereo not given)	-8	2.3	-9	0.6	-8	1	5	-6	-2
26	CC1CCCN(S(=O)(=O)c2ccc(C(=O)Nc3nnc(-c4ccco4)o3)cc2)C1 (stereo not given)	5	-1.2	-7	-0.8	-6	1	-1	-7	-1
27	CCOC(=O)Cc1cnc(NC(=O)CSc2nc3ncnc(N)c3[nH]2)s1	-5	-0.7	-9	0.7	1	1	2	0	-3
28	O=C1CC(C(=O)Nc2cccc(Cl)c2)n2ncnc2N1 (stereo not given)	1	-0.8	-3	1.0	-11	1	-5	18	-5
29	Cc1ccc(C)c(C2C(C#N)=C(N)Oc3cc(C)oc(=O)c32)c1 (stereo not given)	10	0.3	-2	-0.4	-9	3	2	4	-12
30	O=S(=O)(c1ccc(Cl)s1)N1CCC(Cc2ccccc2)CC1	24	1.4	-5	0.5	-14	7	1	-11	-5
31	Nc1nccnc1C(=O)OCc1nc2sc3c(c2c(=O)[nH]1)CCCC3	-17	0.6	-8	0.1	-7	8	8	-9	-1
32	COc1ccc(/C=C2\CCCC3C2=NN(C(=O)COC(=O)CNC(=O)c2ccccc2)C3c2ccc(OC)cc2)cc1 (stereo not given)	-17	-0.8	-1	0.2	-17	3	7	-4	-3
33	Cc1cccc2sc(NC(=O)CSc3nnnn3C)nc12	1	4.8	-7	3.6	14	14	-1	-3	-1
34	NC1=NC(=O)/C(=C\c2ccc(-c3ccc(Cl)cc3)o2)S1	18	-0.1	-11	-1.4	-7	10	7	8	4
35	O=C(NCCCN1CCCC1=O)Nc1ccccc1Cl	1	-0.5	-9	0.9	3	0	7	-11	0
36	COc1ccc(NC(=O)C2CCCN(S(C)(=O)=O)C2)c(OC)c1 (stereo not given)	-13	0.6	1	-1.0	0	0	19	-15	1
37	O=C(NC1=NCCCCC1)c1cccc2ccccc12	-15	0.0	6	0.1	-9	3	-7	24	-2
38	COc1ccccc1/C=c1\sc2nc(-c3ccco3)nn2c1=O	x	1.2	-10	0.1	0	x	14	-11	-5
39	COc1ccc(N2CCN(C(=O)CCCCn3c(=O)[nH]c4ccsc4c3=O)CC2)cc1	13	0.0	-5	-0.3	-19	1	-1	4	0
40	CCOC(=O)CCC(NC(=O)c1ccccc1C(=O)NC(CCC(=O)OCC)C(=O)OCC)C(=O)OCC (stereo not given)	-2	-0.1	-6	0.1	10	5	10	-4	-4
41	CCCCCC(O)(CCN1CCCCC1)c1ccc(OCC)cc1 (stereo not given)	2	2.0	2	1.8	-8	7	-32	99*	-14
42	Cc1cc(-c2ccccc2)nc(N(C)NC(=O)C(C)(C)C)c1S(C)(=O)=O	-20	-1.1	3	-1.2	-12	3	-3	-5	-9
43	CC(C)C(NC(=O)c1ccc(F)cc1)C(=O)N1CCC1 (stereo not given)	-2	0.1	-7	-0.7	-16	1	10	-8	-2
44	CCCCn1c(N)c(N(CCC(C)C)C(=O)c2c(C)noc2C)c(=O)[nH]c1=O	16	0.7	1	1.4	-9	0	8	-7	-2
45	Cc1cc(Nc2ccc(Br)cc2F)n2ncnc2n1	-23	-0.7	-1	-2.1	-7	0	11	-8	-2
46	CCCC1(CCC)NC(=O)N(CC(=O)Nc2ccc(Cl)c(S(=O)(=O)N3CCOCC3)c2)C1=O	-13	2.6	-1	2.6	-9	3	-8	7	2
47	CC(=O)c1cccc(OC(=O)Oc2cccc(C(C)=O)c2)c1	-2	x	x	x	x	1	18	6	6
48	S=C(Nc1ccccc1Oc1ccccc1)Nc1cccc(Cl)c1Cl	-15	-0.7	-5	-1.8	-12	1	-3	0	-7
49	COc1ccc(CNC(=O)c2cnc(C)cn2)c(OC)c1	2	0.5	2	0.7	-3	10	3	-6	-4
50	COc1ccc(N2C(=O)c3ccccc3S2(=O)=O)cc1	-6	-0.9	-8	2.6	-3	-1	0	-2	-3
51	CC(C)NC(=O)CC(=O)N/N=C/c1c(F)cccc1Cl	-7	1.4	-17	0.8	1	15	10	-11	1
52	COc1ccc(C(=O)NC2CCCCCC2)cc1S(=O)(=O)N1CCCc2ccccc21	10	0.7	-10	0.9	-3	8	-10	12	-4
53	CN1CCN(Cc2nc3c([nH]2)c(=O)[nH]c(=O)n3C)CC1	-3	1.1	1	0.8	6	3	11	-4	-1
54	C/C(=N\NC(=O)Cc1ccc(Cl)cc1)c1cccc(NC(=O)c2cccnc2)c1	11	x	x	x	x	8	-5	2	-4
55	CCOc1ccc(NC(=O)c2ccccc2SC)cc1	-14	-0.9	2	-0.7	0	2	-8	17	-3
56	O=C(c1ccccn1)N1CCN(C(=O)c2ccccn2)CC1	2	-0.6	1	-0.5	1	3	13	-4	-1

Compounds above that have fluorine:
item	structure	TAAR1 antag	V1aR counter	OXTR potentiate	OXTR ag	CHO parental Ca	TAAR1 ag	M1 PAM	M1 antag	CHRM1 agonist
11	O=c1oc2cc(OCc3c(F)c(F)c(F)c(F)c3F)ccc2cc1-c1ccccn1	-15	0.4	2	-1.2	-2	0	5	-9	-8
14	Fc1ccc(CCNc2ncnc3[nH]ncc23)cc1	-8	x	x	x	x	15	-1	-13	2
16	C=CC(=O)NC(NC(=O)C=C)c1ccccc1F	-19	1.3	3	0.5	2	5	4	-8	0
43	CC(C)C(NC(=O)c1ccc(F)cc1)C(=O)N1CCC1 (stereo not given)	-2	0.1	-7	-0.7	-16	1	10	-8	-2
45	Cc1cc(Nc2ccc(Br)cc2F)n2ncnc2n1	-23	-0.7	-1	-2.1	-7	0	11	-8	-2
51	CC(C)NC(=O)CC(=O)N/N=C/c1c(F)cccc1Cl	-7	1.4	-17	0.8	1	15	10	-11	1

Assay outcomes: PubChem BioAssay, The Scripps Research Institute Molecular Screening Center

The order is random, and some 3.7% of all compounds hit somewhere here.
